# M4 PAM – human M4 muscarinic receptor positive allosteric modulators, primary screen, CHO-K1 cells, Fluo-8 calcium fluorescence. actives 0.4% (n = 360,000). Muscarinic acetylcholine receptor M4 (Homo sapiens), P08173. CHO-K1 hM4/Gqi5, ACh EC20; 0% = ACh EC20, 100% = maximal ACh. activation, % at 3 µM. AID 624126, 2012;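 active = activation above its plate's cutoff, the mean activation of sample wells plus 3 SD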; note: some results filed as inactive read as strong as hits
# CHRM4 agonist – human M4 muscarinic receptor agonists, primary screen, CHO-K1 cells, Fluo-8 calcium fluorescence | Muscarinic acetylcholine receptor M4 (Homo sapiens), P08173 | CHO-K1 hM4/Gqi5; vehicle 0%, full acetylcholine response 100% | activation, % at 3 µM | actives 0.14% (n = 360,000) | AID 624127, 2012;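 active = activation above the run mean over all test wells plus 3 SD, cut at about 32% in these data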;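 note: peak over basal fluorescence ratio per well then scaled between controls; 0% = DMSO wells and 100% = acetylcholine at EC100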
# M5 ag – human M5 muscarinic receptor agonists, primary screen, CHO-K1 cells, Fluo-8 calcium fluorescence; CHO-K1 hM5 cells; 0% DMSO wells, 100% maximal acetylcholine response; activation, % at 3 µM; actives 0.19% (n = 360,000); AID 624037, 2012;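 active = activation above the run's mean over test compounds plus 3 SD, cut at about 23% in these data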;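 note: signal is peak over basal fluorescence ratio across the kinetic read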
# Target sequence (P08912 whole entry, looked up): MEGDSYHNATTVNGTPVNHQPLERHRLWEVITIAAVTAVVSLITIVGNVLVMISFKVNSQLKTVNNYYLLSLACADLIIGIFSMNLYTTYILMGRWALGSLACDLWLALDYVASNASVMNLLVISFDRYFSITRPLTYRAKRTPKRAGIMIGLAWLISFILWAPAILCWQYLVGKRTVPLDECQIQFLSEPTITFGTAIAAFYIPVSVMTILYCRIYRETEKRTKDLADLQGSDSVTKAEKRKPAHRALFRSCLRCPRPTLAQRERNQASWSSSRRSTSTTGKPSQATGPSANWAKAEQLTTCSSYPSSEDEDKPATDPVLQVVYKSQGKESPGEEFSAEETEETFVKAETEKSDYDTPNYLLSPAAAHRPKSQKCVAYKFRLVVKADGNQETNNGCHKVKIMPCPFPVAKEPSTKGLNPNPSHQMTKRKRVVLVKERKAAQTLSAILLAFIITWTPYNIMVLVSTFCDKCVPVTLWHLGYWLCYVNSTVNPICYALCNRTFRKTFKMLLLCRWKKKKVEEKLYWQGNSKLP
# CHRM1 PAM – human M1 muscarinic receptor positive allosteric modulators, primary screen, CHO-K1 cells, Fluo-8 calcium fluorescence, 1536-well | Muscarinic acetylcholine receptor M1 (Homo sapiens), P11229 | CHO-K1 hM1, ACh EC20; 0% = ACh EC20, 100% = maximal ACh | activation, % at 3 µM | actives 0.088% (n = 360,000); in the data active = activation above about 19%, passing the limit was not always enough
# Target sequence (P11229 whole entry, looked up): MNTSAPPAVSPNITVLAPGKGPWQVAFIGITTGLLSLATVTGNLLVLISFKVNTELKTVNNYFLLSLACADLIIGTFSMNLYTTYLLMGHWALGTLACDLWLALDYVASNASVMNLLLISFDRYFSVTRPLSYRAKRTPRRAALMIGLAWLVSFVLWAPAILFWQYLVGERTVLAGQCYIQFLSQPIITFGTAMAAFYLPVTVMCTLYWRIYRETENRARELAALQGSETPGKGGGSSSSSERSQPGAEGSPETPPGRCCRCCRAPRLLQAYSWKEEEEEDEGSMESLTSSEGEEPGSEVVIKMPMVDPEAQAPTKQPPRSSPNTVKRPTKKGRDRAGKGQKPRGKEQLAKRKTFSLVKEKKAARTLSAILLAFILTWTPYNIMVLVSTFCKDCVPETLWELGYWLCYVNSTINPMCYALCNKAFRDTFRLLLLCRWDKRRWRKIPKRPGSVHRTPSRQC
# CHRM5 antagonist – human M5 muscarinic receptor antagonists, primary screen, CHO cells, Fluo-8 calcium fluorescence. Muscarinic acetylcholine receptor M5 (Homo sapiens), P08912. CHO-hM5 cells, ACh EC80. inhibition, % at 3 µM. actives 0.59% (n = 360,000);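 active = inhibition above a per-plate cutoff, the mean of that plate's test compounds plus 3 SD, cut at about 27% in these data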;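 note: 0% = acetylcholine EC80 with DMSO and 100% = DMSO without agonist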
# CHRM4 antagonist – human M4 muscarinic receptor antagonists, primary screen, CHO cells, Fluo-8 calcium fluorescence; CHO-hM4 cells, ACh EC80; inhibition, % at 3 µM; actives 0.73% (n = 360,000); AID 624125, 2012;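 active = inhibition above its plate's cutoff, the mean inhibition of sample wells plus 3 SD, cut at about 27% in these data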;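 note: 0% = acetylcholine EC80 with DMSO and 100% = DMSO without agonist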
# CRFBP-R2 agonist – agonists of CRF-BP/CRF-R2 complex, primary screen, cell-based, HEK293, calcium dye fluorescence, uHTS; CRF-binding protein / CRF receptor 2 complex (human); calcium dye fluorescence (FLIPR); percent of saturating CRF peptide response; activation, % at 13.2 µM; actives 0.46% (n = 350,000);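 active = activation of at least 50%, plus an integration ratio under a set limit after plate pattern correction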;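 note: plate controls were neutral control wells without compound for no effect and CRF at EC100 for full effect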
# M5 PAM – human M5 muscarinic receptor positive allosteric modulators, primary screen, CHO-K1 cells, Fluo-8 calcium fluorescence; Muscarinic acetylcholine receptor M5 (Homo sapiens), P08912; CHO-K1 hM5, ACh EC20 PAM; 0% = ACh EC20, 100% = ACh EC100; activation, % at 3 µM; actives 0.3% (n = 360,000);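 active = activation above the run cutoff, the mean activation of all test compounds plus 3 SD, cut at about 18% in these data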
#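 system = human M5 receptor in CHO-K1 cells | compound = one concentration, 3 µM final (nominal) | schedule = Post-acetylcholine fluorescence recording 140 s | signal = Fluo-8 calcium dye fluorescence, kinetic read | benchmarks = low control EC20 acetylcholine (0%), high control EC100 acetylcholine (100%) | repeats = singlicate, one well per test compound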
# CRFR2-BP antag – antagonists of CRF-BP/CRF-R2 complex, primary screen, cell-based, HEK293, calcium dye fluorescence, uHTS. CRF-induced calcium fluorescence. inhibition, % at 11.8 µM. actives 0.59% (n = 350,000);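 active = inhibition of the ligand-induced calcium signal above about 50% at the single tested concentration, limit read from the data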
# The depositor's hits bear a star; / = not tested or not shown.
M4 PAM	CHRM4 agonist	M5 ag	CHRM1 PAM	CHRM5 antagonist	CHRM4 antagonist	CRFBP-R2 agonist	Molecule	M5 PAM	CRFR2-BP antag
3.0	0.8	-2.6	2.4	3.4	-15.2	-0.3	Cc1cc(C)n2nc(SCC(=O)Nc3ccccc3C)nc2n1	-2.2	-1.7
-9.9	0.3	-12.5	-12.6	15.6	-7.2	0.5	Cc1ccc(S(=O)(=O)N2CCCc3ccccc32)cc1C	-6.9	4.3
2.6	14.8	-0.7	-7.2	8.1	-9.5	-0.7	Cc1cc(=O)n(C2CCS(=O)(=O)C2)[nH]1 (configuration not stated)	-6.7	13.5
6.9	1.1	4.1	7.0	-2.2	-6.7	-3.7	Cc1nc(-c2ccc(F)cc2)c(CC(=O)N(C)CC(=O)Nc2ccccc2C(F)(F)F)s1	-1.2	15.7
-2.3	7.1	2.9	-2.0	-3.4	-4.7	0.0	COc1cc(NC(=O)CNc2cccc(S(=O)(=O)N3CCCC3)c2)cc(OC)c1	-1.2	9.7
2.3	-1.0	-2.3	9.8	3.3	0.7	0.6	NC(=O)CSc1nnc2ccc(-c3ccc(F)cc3)nn12	-2.5	-14.4
-16.7	13.0	-1.9	-8.4	22.8	-1.5	-0.7	O=C(NCc1cccnc1)c1cc(Sc2cccc(Cl)c2)nc2ccccc12	-15.4	32.5
11.3	1.3	0.8	2.4	3.8	4.1	-1.2	CCn1c(CCNC(=O)c2cccs2)n[nH]c1=S	-2.2	-8.8
6.0	-0.4	2.1	1.8	7.0	-9.2	0.2	CCN1C(=O)[C@H]2[C@@H](c3ccc(-c4ccc(OC)cc4)cc3)N[C@@](C)(C(=O)OC)[C@H]2C1=O	4.3	0.4
-4.8	1.4	1.9	10.7	7.0	-5.5	-1.1	CC(C)(C)c1csc(NNC(=O)c2ccc(Cl)cc2)n1	0.6	-21.7
-6.4	0.5	-0.3	-6.0	3.6	9.9	4.0	CCc1cc2c(SCc3nc4sc(C(C)=O)c(C)c4c(=O)[nH]3)ncnc2s1	3.1	13.1
1.1	-2.4	-1.9	1.8	2.2	16.5	-0.2	S=C(c1ccc(-c2ccccc2Cl)o1)N1CCOCC1	1.4	-5.7
2.0	0.0	-2.4	-7.5	-1.2	0.9	0.9	CC(C)=C1C2CC2C2C(C(=O)O)C12 (configuration not stated)	0.5	-31.6
1.5	-0.6	3.9	5.4	6.1	5.0	-1.2	CC(=NNC(=O)c1cc(C)oc1C)c1ccc(Br)s1	2.1	3.1
-8.8	7.9	-7.1	-6.6	8.0	10.0	-0.8	Cc1sc2ncnc(NCC(C)(C)N3CCOCC3)c2c1C	-16.6	-3.0
-1.8	-0.6	-2.2	2.5	7.8	1.3	0.9	CCN(CC)CCn1c(NC(=O)c2ccc(C)cc2)nc2ccccc21	-1.2	-4.7
5.0	3.5	0.8	5.7	3.6	-5.3	-0.9	O=C(Nc1ccccc1N1CCCC1)c1ccc(F)c(S(=O)(=O)N2CCOCC2)c1	-7.7	2.5
8.9	0.2	-2.7	0.1	-7.6	-11.0	2.9	COc1ccc(N2C(=O)NC(NC(=O)c3ccncc3)(C(F)(F)F)C2=O)cc1 (configuration not stated)	5.0	0.5
10.1	4.5	-2.0	6.0	3.9	-6.5	-2.0	N=C(N)SCc1ccccc1Cl	-1.0	9.3
12.8	4.2	-1.3	11.8	4.9	-3.7	1.4	C[C@@H]1CC[C@]2(O[C@@H](CCO)C[C@H](O)[C@H]2O)O1	3.3	9.1
0.1	0.4	1.2	11.1	14.4	0.0	-0.8	O=[N+]([O-])c1nc2ccccc2[nH]1	-0.7	-5.3
-0.7	0.6	-5.5	6.4	2.4	0.3	-1.8	O=C(Cc1cccc(C(F)(F)F)c1)NCc1cccc(Cl)c1	-1.2	27.8
0.5	6.8	0.4	7.8	1.3	3.6	3.9	O=S1(=O)CCC(n2ncc3c2/C(=C/c2ccccc2)CC3)C1 (configuration not stated)	0.4	-24.7
-4.9	0.5	-1.2	-1.5	2.0	5.7	-5.2	CCCCC[n+]1ccn(C2=C([O-])c3ccccc3C(=O)/C2=N\S(=O)(=O)c2ccc(Cl)cc2)c1	0.5	2.5
-5.4	0.7	-3.6	8.1	14.7	3.7	-0.3	Cc1ccc(NC(=O)NNC(=O)C2CC(c3cccs3)=NO2)cc1 (configuration not stated)	-8.4	5.8
4.6	0.9	2.2	5.7	-8.6	-13.1	-0.3	C/C(=N\NC(=O)CNC(=O)C1COc2ccccc2O1)c1ccc(Cl)cc1 (configuration not stated)	7.3	2.0
-2.0	0.5	-1.9	2.5	-4.5	-0.4	0.1	CCC1=NN2C(=N)/C(=C/c3c(C)nn(-c4ccccc4)c3Cl)C(=O)N=C2S1	-4.1	-2.1
-7.3	-0.3	-8.6	-9.1	2.8	3.7	2.1	CCNC(=S)N1CCc2ccccc2C1	1.3	-6.3
-2.2	0.4	-4.8	2.5	9.7	2.5	-0.1	C=CCN(C(=O)c1ccc2c(c1)nnn2C)c1ccccc1	2.3	1.2
-0.7	4.4	-3.9	4.3	-1.2	0.6	-0.4	CCOc1ccc(S(=O)(=O)N2CCN(c3ccccc3OC)CC2)c2cccnc12	-11.2	-13.3
-9.2	6.1	2.1	-0.1	-1.0	6.5	0.8	CCOC(=O)N1CCN(C(=O)c2cn(CC(C)C)c(=O)c3c2c2ccccc2n3C)CC1	-9.5	4.2
2.4	1.1	0.8	6.1	-4.0	-8.4	0.4	O=C(NCCN1CCOCC1)c1ccccc1-c1ccccc1	1.0	10.0
2.2	0.3	0.2	10.1	1.6	-24.3	0.9	C=CCC1(CC=C)CC(Cc2cnccn2)N(C(=O)OC(C)(C)C)C1 (configuration not stated)	-7.6	-8.2
-5.3	-0.8	-6.2	1.5	16.4	6.8	0.9	CCN(Cc1nc2ccccc2n1C)c1ccccc1	0.0	-4.5
-6.7	15.6	3.5	-10.7	-3.7	6.1	-2.7	COc1ccc(NC(=O)C2CCCN(S(=O)(=O)c3cccc4cccnc34)C2)cc1 (configuration not stated)	-6.6	-14.8
9.1	-1.7	-6.3	3.0	-8.9	-18.8	-4.9	Cc1ccc(C(=O)Oc2cc(N)n(S(=O)(=O)c3ccc(C)cc3)n2)cc1	0.0	16.0
-18.5	5.5	-12.6	-22.3	7.0	-6.2	7.8	CCC(C)NCCOCCOc1ccc(Cl)cc1Br (configuration not stated)	1.0	-39.3
-2.0	0.5	-2.3	3.5	5.0	-3.6	-1.1	NC1=NC(c2ccc(Cl)cc2)N(c2ccc(S(N)(=O)=O)cc2)C(N)=N1 (configuration not stated)	3.9	-9.7
1.0	0.7	-3.3	12.5	13.7	-2.4	4.4	NC(=O)Cc1nc2scc(-c3ccccc3)c2c(=O)[nH]1	-2.9	-33.9
-2.1	-0.7	-5.2	-6.6	0.9	-1.9	-0.2	CCOC(=O)c1ccccc1Oc1c(F)c(F)nc(NCCO)c1F	-1.3	28.2
0.2	4.0	-4.2	-1.8	3.4	-22.1	-5.7	COc1cc(C)ccc1OCc1cc(C(=O)N2CCCCCC2)no1	-1.6	-6.6
8.0	1.8	-1.7	3.4	5.3	-2.2	-2.3	COc1ccc(S(=O)(=O)N2CCC(C(=O)NCCOc3ccccc3F)CC2)cc1OC	5.3	-11.5
0.6	0.2	-4.8	10.3	4.0	7.0	-0.6	COc1ccc(/C=N/Nc2cc(OC)ncn2)cc1	2.5	-6.5
0.6	1.0	-2.3	2.1	-7.5	-6.2	-1.6	Cc1c(C(=O)O)cccc1N1C(=O)Nc2ccccc2N1O	2.8	33.5
2.0	7.7	-9.5	1.6	4.5	-6.9	-4.7	O=C(Nc1cccc(/C=C/c2nc3ccccc3c(=O)[nH]2)c1)c1ccccc1Cl	-16.7	-4.2
-5.0	0.3	-2.6	0.8	2.7	-6.0	-0.5	Cn1c(-c2ccccc2[N+](=O)[O-])[n+](C)c2ccccc21	4.6	6.6
2.5	0.1	2.2	1.9	-4.2	-1.1	-2.2	O=C1CSc2nc3ccccc3n21	-1.2	-7.6
-2.4	8.0	-0.2	-17.5	8.4	6.9	-0.6	O=C(c1ccc([N+](=O)[O-])s1)N1CCN(c2ccc(C(F)(F)F)cn2)CC1	-6.5	23.6
4.2	1.9	0.5	6.4	0.3	6.3	-0.6	O=C(COc1ccc(S(=O)(=O)N2CCCCC2)cc1)NCC1CCCO1 (configuration not stated)	-2.3	-22.6
11.6	1.0	-0.6	9.1	-2.0	-21.1	-4.6	CCN(C[C@H]1N[C@@](CC)(C(=O)OC)[C@H]2C(=O)N(C)C(=O)[C@@H]12)C(=O)c1ccccc1	2.0	-3.6

# Whole records as entered above:
# `COc1ccc(S(=O)(=O)N2CCC(C(=O)NCCOc3ccccc3F)CC2)cc1OC` in the list: M4 PAM: 8.0; CHRM4 agonist: 1.8; M5 ag: -1.7; CHRM1 PAM: 3.4; CHRM5 antagonist: 5.3; CHRM4 antagonist: -2.2; CRFBP-R2 agonist: -2.3; M5 PAM: 5.3; CRFR2-BP antag: -11.5
# `CCN(Cc1nc2ccccc2n1C)c1ccccc1` in the list: M4 PAM: -5.3; CHRM4 agonist: -0.8; M5 ag: -6.2; CHRM1 PAM: 1.5; CHRM5 antagonist: 16.4; CHRM4 antagonist: 6.8; CRFBP-R2 agonist: 0.9; M5 PAM: 0.0; CRFR2-BP antag: -4.5

# Next results
M4 PAM	CHRM4 agonist	M5 ag	CHRM1 PAM	CHRM5 antagonist	CHRM4 antagonist	CRFBP-R2 agonist	Molecule	M5 PAM	CRFR2-BP antag
-5.3	14.9	6.7	-1.0	5.3	5.4	/	COc1cccc(-c2cnc3c(NC=O)cc(-c4ccc(N(C)C)cc4)cn23)c1	-10.7	/
11.0	1.7	-2.9	-1.8	7.0	-1.3	-1.1	CCOc1ccccc1C1CC(=O)NC2=C1C(=O)CC(C)(C)C2 (configuration not stated)	1.8	15.6
-0.2	0.8	-2.2	7.2	-2.0	-5.5	-0.1	CCc1ccccc1Nc1nc(N)nc(CSc2nnnn2C)n1	3.1	2.2
-25.9	2.2	-2.3	-7.1	6.7	8.7	0.7	COc1ccc(C2c3[nH]c4ccccc4c3CCN2C(=O)Cc2nonc2C)c(F)c1 (configuration not stated)	-7.0	6.5
7.3	1.2	-3.2	11.0	12.0	1.1	-1.8	CCOC(=O)c1sc2nc3c(cc2c1N)COC(C)(CC)C3 (configuration not stated)	-10.0	-2.9
-7.3	8.3	8.5	-6.1	-2.5	3.9	2.5	O=C(C1=C[C@@H](C2CCCCC2)C[C@@H](OCc2ccc(CO)cc2)O1)N1CCN(Cc2ccc3c(c2)OCO3)CC1	-3.4	-11.0
2.0	0.7	-3.8	3.5	11.8	-1.9	2.0	Cc1cccc(NC(=O)CCS(=O)(=O)c2ccc3c(c2)NC(=O)CS3)n1	-6.6	-6.4
-1.6	0.4	-3.8	-3.4	17.8	-0.4	0.1	CCCCn1c(N)c(N(CCOC)C(=O)C2CCN(S(=O)(=O)c3ccc(Cl)cc3)CC2)c(=O)[nH]c1=O	-7.5	4.7

# Screens from PubChem.
